BRCA1 expr act: qHTS Assay to Identify Small Molecule Activators of BRCA1 Expression; MCF7-BRCA1-FFLuc reporter, luminescence, 48 h; response scale: scaled: vehicle 0%, 10 µM genistein 100%; Potency, µM (series often up to 46.1 µM), for the others: at the highest dose activation, most hits filed as activators; 1.1% of 380,000 active; AID 624202, 2012; note: nearly all actives have a fitted effect of over 80% in size; some results filed as inactive show a strong effect at the top dose
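MCF7 cells carrying a BRCA1-firefly luciferase reporter (2000 cells/well, phenol-red free MEM) were attached for 2 h at 37 °C, then given compounds for 48 h. Luminescence was read 15 min after luciferase reagent; activity normalized to genistein (10 microM) and DMSO.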
FLuc modulator: qHTS profiling assay for firefly luciferase inhibitor/activator using purifed enzyme and Km concentrations of substrates (counterscreen for miR-21 project); Luciferin 4-monooxygenase (Photinus pyralis), P08659; purified FLuc, Km substrates, luminescence inhibition; Potency, µM (series often up to 57.5 µM), inactives show top-dose activity change, negative = inhibition, usual class: inhibitors; 6.9% of 360,000 active; AID 588342, 2011;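 note: plate controls were vehicle for no effect and reference inhibitor for full effect; nearly all actives have a fitted effect of over 55% in size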
Target sequence (P08659 whole entry, looked up): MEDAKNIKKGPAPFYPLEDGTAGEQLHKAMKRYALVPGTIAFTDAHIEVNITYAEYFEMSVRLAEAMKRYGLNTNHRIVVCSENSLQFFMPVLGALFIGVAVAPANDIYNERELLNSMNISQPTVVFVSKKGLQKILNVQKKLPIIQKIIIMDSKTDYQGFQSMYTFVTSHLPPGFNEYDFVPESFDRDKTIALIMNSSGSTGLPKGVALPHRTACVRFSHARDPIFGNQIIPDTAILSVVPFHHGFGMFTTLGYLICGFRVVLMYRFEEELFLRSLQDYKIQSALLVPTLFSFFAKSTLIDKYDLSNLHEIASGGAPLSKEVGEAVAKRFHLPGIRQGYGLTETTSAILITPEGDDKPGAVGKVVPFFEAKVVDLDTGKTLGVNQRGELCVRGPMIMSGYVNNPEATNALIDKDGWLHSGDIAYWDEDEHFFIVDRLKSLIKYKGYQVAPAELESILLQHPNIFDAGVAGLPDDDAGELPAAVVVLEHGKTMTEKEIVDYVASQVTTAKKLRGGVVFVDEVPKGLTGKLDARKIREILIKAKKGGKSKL
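Purified P. pyralis luciferase, 10 nM final, with Km-level 10 uM D-luciferin and 10 uM ATP in 50 mM Tris acetate pH 7.5, 10 mM Mg acetate, 0.01% Tween-20, 0.05% BSA; 6-point qHTS titration about 60 µM downward; luminescence read.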
p53 reactivation: qHTS assay for re-activators of p53 using a Luc reporter. 0.063% of 320,000 active. Potency, µM (doses to about 92.2 µM), for the others: at the highest dose activity change, positive = activation, hits mostly activators. H1299 p53-A138V BP100-luciferase reporter, luminescence, 24 h; note: % of control where 0% means no effect; nearly all actives have a fitted effect of over 45% in size
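p53-null H1299 cells stably carrying temperature-sensitive p53-A138V and a BP100-luciferase reporter were pinned with compounds (4-point, 1:5 series) and held 24 hrs at 37 deg C. Luminescence was read 10 min after detection reagent.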
Rab9 promoter act: qHTS Assay for Rab9 Promoter Activators. 2.8% of 320,000 active. Huh7 Rab9 promoter-luciferase reporter, luminescence, 24 h. AID 485297, 2010. Potency, µM (top dose mostly 9.22 µM), for inactives: at the top dose activation, negative = inhibition, hits mostly activators; note: % of control where 0% means no effect; nearly all actives have a fitted effect of over 60% in size
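Measured in stably transfected Huh7 cells bearing a Rab9 promoter–luciferase construct: 24 h compound treatment at 37 °C, followed by luminescence detection.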
NPC1 prom act: qHTS Assay for NPC1 Promoter Activators | Huh7 NPC1 promoter luciferase reporter, 24 h | Potency, µM (doses to about 9.22 µM), for inactives: at the top dose activation, hits mostly activators | 2.4% of 320,000 active;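 note: % of control where 0% means no effect; nearly all actives have a fitted effect of over 60% in size; reporter is driven by a mutant NPC1 promoter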
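Huh7 reporter cells (NPC1 promoter driving luciferase) are dosed with compound for 24 h at 37 °C, 5% CO2; luciferase detection reagent is then added and luminescence measured after 10 min at ambient temperature.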
RORgamma inh: qHTS for inhibitors of ROR gamma transcriptional activity | Nuclear receptor ROR-gamma (Mus musculus), P51450 | Drosophila S2 Gal4-RORgamma UAS-luciferase reporter, 20 h | Potency, µM (doses to about 53.6 µM), for inactives: at the top dose activity change, negative = inhibition, hits mostly inhibitors | 5.4% of 310,000 active; note: % is set by controls: 0 for no effect and ±100 for the full control effect; nearly all actives have a fitted effect of over 60% in size
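Compounds are pin-transferred onto Drosophila Schneider cells expressing a copper-inducible Gal4–ROR gamma transactivation domain fusion. After 1 hr, copper sulfate is added to 700 uM final; luciferase is read 20 hr later.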
uPA surface inh: qHTS for Inhibitors of Cell Surface uPA Generation; Potency, µM (top dose mostly 38.3 µM), inactives show at the top dose activity change, negative = inhibition, actives largely listed as inhibitors; 0.31% of 330,000 active; AID 540303, 2011; cell surface uPA generation assay, qHTS; active = well fitted inhibition curve with a large enough effect; inconclusive = small, poorly fitted or top-dose-only effect; inactive = no such curve, though single readings can be large or run the other way; tested in mouse RAW 264.7 cells; note: % is set by controls: 0 for no effect and ±100 for the full control effect; nearly all actives have a fitted effect of over 55% in size
ELG1 genotoxic: qHTS screen for small molecules that induce genotoxicity in human embryonic kidney (HEK293T) cells expressing luciferase-tagged ELG1. HEK293T ELG1-luciferase reporter, luminescence, 16 h. Potency, µM (top dose mostly 46 µM), without a hit: at the highest dose activity change, positive = activation, actives largely listed as activators. 1.3% of 330,000 active. AID 504466, 2011; note: % of control where 0% means no effect; nearly all actives have a fitted effect of over 60% in size
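HEK293T cells expressing luciferase-tagged ELG1 were exposed to compound or DMSO vehicle for 16 hr at 37 °C and 5% CO2. Luciferase activity was then measured with ONE-Glo after 30 min at room temperature.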
MBNL1-CUG inh: qHTS Assay for Inhibitors of MBNL1-poly(CUG) RNA binding; Muscleblind-like protein 1 (Homo sapiens), Q9NR56; 0.036% of 280,000 active; TR-FRET MBNL1-His/biotin-(CUG)12 binding, 665/545 ratio; Potency, µM (top dose mostly 57.5 µM), for inactives: at the top dose activity change, negative = inhibition, most hits filed as inhibitors; AID 2675, 2010; active = well fitted inhibition curve with a large enough effect in the signal ratio, with a control signal flat, not every such curve was filed as active; inconclusive = small, poorly fitted or top-dose-only effect, or effect the other way, or a change in a side signal; inactive = no such curve, though single readings can be large or run the other way; the % refers to the signal ratio; note: % is set by controls: 0 for no effect and ±100 for the full control effect
Target sequence (Q9NR56 whole entry, looked up): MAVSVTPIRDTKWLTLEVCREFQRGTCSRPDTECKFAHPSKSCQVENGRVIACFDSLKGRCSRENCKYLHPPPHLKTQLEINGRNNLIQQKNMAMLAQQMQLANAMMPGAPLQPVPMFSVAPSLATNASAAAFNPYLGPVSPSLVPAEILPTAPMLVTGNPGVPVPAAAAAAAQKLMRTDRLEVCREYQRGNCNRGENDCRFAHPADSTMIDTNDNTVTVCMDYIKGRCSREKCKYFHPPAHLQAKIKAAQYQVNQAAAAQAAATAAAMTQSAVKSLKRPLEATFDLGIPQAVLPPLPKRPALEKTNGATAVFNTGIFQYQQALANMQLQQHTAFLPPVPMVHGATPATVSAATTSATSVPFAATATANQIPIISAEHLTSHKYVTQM
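Ratiometric TR-FRET (665 over 545 nm, excitation 340 nm) tracks disruption of MBNL1-His/biotin-(CUG)12 complex after 60 min at room temperature, with compounds at 92 nM to 58 uM final.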
Gal4-VP16 FLuc: VP16 counterscreen qHTS for inhibitors of ROR gamma transcriptional activity; Drosophila S2 Gal4-VP16 UAS-luciferase, luminescence, 20 h; Potency, µM (highest dose often 53.6 µM), for inactives: at the highest dose activity, negative = inhibition, usual class: inhibitors; 3.5% of 310,000 active;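 note: Gal4-VP16 expression switched on by copper sulfate through the metallothionein promoter; % is set by controls: 0 for no effect and ±100 for the full control effect; nearly all actives have a fitted effect of over 50% in size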
An asterisk follows results filed as active; u = inconclusive; x = no result given; [ ] = remark or other dose. Unless noted, calls come from the whole dose curve; as a rule, active = well fitted curve in the direction sought with a large enough effect; inconclusive = small, poorly fitted or top-dose-only effect, or another doubt; inactive = no such curve, though single readings can be large; an effect the other way counts as inactive or inconclusive. Potency is the fitted concentration of half-maximal effect. This is a random part of the collection; about 13% have a hit in one of these screens.

SMILES | Gal4-VP16 FLuc | p53 reactivation | BRCA1 expr act | NPC1 prom act | ELG1 genotoxic | uPA surface inh | Rab9 promoter act | FLuc modulator | RORgamma inh | MBNL1-CUG inh
Cc1cc(/C=C(/C#N)c2cccc(F)c2)c(C)n1-c1cccnc1 | 16% | u | u | u | 5.2µM* | -13% | u | 8.5µM* | u | 12%
CCOc1ccc(CCNC(=O)C2CC(=O)N(Cc3ccc(OC)cc3)C2)cc1OCC (stereo unspecified) | -9% | -1% | -13% | -1% | -1%[9.26 µM] | 0% | 1% | -1% | -6% | 0%
Cc1cc(C(F)F)nn1CC(=O)NCc1ccccc1F | 3% | 16% | 5% | -2% | 4% | 5% | 2% | 3% | -34% | -20%
O=c1[nH]c2ccccc2[n+]([O-])c1-c1ccccc1 | -9% | 6% | -25% | -1% | 1% | 1% | -3% | u | 44% | u
c1ccc(CNC2=NCCCC2)cc1 | 1% | 4% | -25% | -4% | -1% | 7% | -7% | 0% | -17% | -10%
Cc1cc(C(=O)N/N=C/c2ccc3c(c2)OCO3)c(C)n1-c1ccc(F)cc1 | 2% | 8% | 25% | 5% | 6% | x | 16% | u | 12% | 10%
CC(C)C[C@H](NC(=O)NCCC1=CCCCC1)C(=O)O | 1% | 0% | 0% | -3% | 3% | -1% | -2% | 3% | -10% | -1%
COC(=O)c1ccc(Cl)c(NS(=O)(=O)c2ccc3c(c2)OCCO3)c1 | 16% | -15% | -67% | -20% | 0% | -16% | -14% | 3% | -18% | -1%
O=C(OCC(=O)N1CCN(C(=O)c2ccco2)CC1)c1ccccc1O | -3% | 7% | 9% | 6% | 8% | 2% | 0% | -2% | 23% | -2%
Cn1c2ccccc2c(=O)c2cc(C#Cc3ccccn3)ccc21 | u | 25% | u | 2.5µM* | u | -15% | 5µM* | 3µM* | u | 23%
CC(=O)N1CCOc2ccc(S(=O)(=O)N3C(C)CCCC3C)cc21 (stereo unspecified) | -11% | -8% | 18% | 2% | -3% | -3% | -2% | 3% | -17% | 4%
Cc1nc2ncccn2c1-c1csc(Nc2ccc(O)cc2)n1 | 22% | -4% | -59% | -21% | u | -14% | -18% | u | -42% | u
COc1cc(/C(C)=N/NC(=O)CSc2nnc(C)s2)ccc1O | 0% | 3% | -40% | 2% | 2% | -2% | -2% | -1% | -15% | 4%
COc1ccc(NC(=O)CSc2nnc(Cc3cccn3C)n2-c2ccc(OC)cc2)cc1 | -2% | 1% | 3% | 0% | -1% | 19% | -5% | 8% | u | -3%
CCN(CC)CCCNC(=O)CCc1ccccc1 | -17% | 1% | -11% | -3% | -1% | 2% | 3% | 1% | 3% | -7%
Cn1cccc1Cc1nnc(SCC(=O)NCc2ccco2)n1CCc1ccccc1 | -17% | 4% | 0% | -2% | -3% | x | -2% | 1% | 1% | 1%
CN(C)c1nc(Oc2ccc(=O)n(C)n2)nc(N2CCOCC2)n1 | x | 1% | 3% | 0% | 10% | -4% | -2% | -2% | -18%[0.365 µM] | 5%
CCN(CC)S(=O)(=O)c1ccc(Cl)c(C(=O)NCCN2CCOCC2)c1 | -11% | 2% | 1% | -7% | -2% | -8% | 0%[1.84 µM] | 0% | -21% | -3%
COc1ccc(OC)c(Nc2nc3ccccc3n3cnnc23)c1 | -5% | -3% | -41% | 0% | -6% | -1% | 3% | -12% | 0% | -2%
Cc1ccc2oc(-c3ccc(NC(=O)c4cccnc4)cc3)nc2c1 | -5% | u | -30% | 2.5µM* | u | 8% | 2.2µM* | 6µM* | 10% | 4%
Cc1cc(C)nc(-n2nc(C)c(C3(O)C(=O)Nc4ccccc43)c2N)n1 (stereo unspecified) | -1% | 4% | 12% | 8% | 1% | -7% | 4% | -13% | -24% | 11%
NC(=O)C1CCN(C(=O)COc2ccc3ccc(=O)oc3c2)CC1 | 1% | 8% | -1% | 1% | -2% | 3% | 0% | -1% | -12% | 0%
CCOC(=O)C1=C(C)N(C[C@@H]2CC[C@@H](Cc3ccc(-c4ccccc4)cc3)O2)C(=O)NC1c1ccc(-c2ccccc2)cc1 (stereo partly specified) | x | -3% | 4% | x | 1% | 24% | x | x | x | x
COc1ccc(-c2nc(CN3CCN(c4ncccn4)CC3)c(C)o2)cc1C | -3% | -1% | -2% | -5% | 0% | -4% | -2% | -2% | -5% | 0%
Cc1ccc(-c2n[nH]c(=O)c3ccccc23)cc1N | -10% | -4% | -17% | 13% | 1% | x | -4% | 6% | 39% | 10%
COc1cc(NS(=O)(=O)c2ccc(N)cc2)ncn1 | -1% | 0% | x | -1% | 0% | x | 0% | -2% | -4% | -7%
COc1cc(CNC(=O)CCCC(=O)c2ccccc2)cc(OC)c1OC | -3% | -3% | -8% | 0% | -2% | -2% | 2% | -1% | 3% | 2%
CC(C)N1C(=O)N(c2ccccc2)C(C)(O)CC1(C)C (stereo unspecified) | -14% | 10% | -10% | -3% | 1% | 9% | -10% | 1% | -5% | 8%
CCOc1ccc(Br)cc1S(=O)(=O)NC1CC(C)(C)NC(C)(C)C1 | -1% | x | 1% | -3% | -7% | -6% | 3% | 10% | -27% | 0%
Cc1ccc(C)c(S(=O)(=O)Nc2cc3c4c(c2)CCN4C(=O)CC3)c1 | x | -1% | -32% | 3% | 27% | -17% | -4% | 6% | x | x
Cc1nc(CC(=O)c2ccc(O)cc2O)cs1 | -21% | 19% | 33% | 1% | 21% | -1% | 11% | -3% | 28% | 4%
O=C(COc1cccnc1[N+](=O)[O-])Nc1ccc2c(c1)OCO2 | -6% | 4% | 34% | 22% | 8% | 2% | 22% | -13% | 3% | u
Cc1ccc(NC(=O)Cn2nnc(C(=O)NCc3cccs3)c2N)c(C)c1 | -5% | 9% | 0% | 1% | u | 6% | -7% | 5% | -10% | -1%
COc1cccc(-c2nc3n(n2)C(c2cccs2)C(C(=O)Nc2cccnc2)=C(C)N3)c1 (stereo unspecified) | -4% | -5% | -15% | 1% | 9% | -19% | 0% | -4% | 24% | u
CCCc1cc(C(=O)NCc2cccnc2)no1 | -1% | 7% | 33% | -2% | 6% | 10% | 4% | -2% | 1% | -7%
CCN(C(=O)CSc1ccc2ccccc2n1)C1CCS(=O)(=O)C1 (stereo unspecified) | 0% | 7% | -5% | -4% | 0% | -4% | 1% | -2% | 12% | -6%
COc1cc(/C=C2\SC(=O)N(c3cccc(Cl)c3)C2=O)cc([N+](=O)[O-])c1O | -10% | 3% | 0% | -4% | -9% | 3% | -6% | -4% | 28% | 11%
O=C(NCCNCCO)C1(C(F)(F)F)C/C(=C\CCO)CCCO1 (stereo unspecified) | 6% | x | 2% | x | x | 10% | x | x | 0% | x
CCC1C(=O)NCCN1Cc1nc(-c2ccc(C)s2)oc1C (stereo unspecified) | -18% | 1% | -6% | -6% | 6% | -2% | -1% | -4% | -3% | 1%
O=C(CCC1CCCCC1)N1CCN(Cc2ccc3c(c2)OCO3)CC1 | -6% | 1% | -40% | -3% | u | 5% | 2% | 0% | u | -9%
CCCCCn1c(C(Cc2ccccc2)NC(C)=O)nc2ccccc21 (stereo unspecified) | u | -6% | 26% | -1% | -12% | 3% | -5% | -1% | u | u
Cc1ccc(C(=O)CSC2=NC(N)=C(C#N)C3(CCCCC3)C2C(N)=O)cc1 (stereo unspecified) | u | 7% | -3%[1.84 µM] | -5% | -6% | -1% | -1% | 4% | 9% | 14%
NC(=O)c1c(NC(=O)CSc2nnc(-c3ccco3)n2N)sc2c1CCCC2 | 8% | 6% | -21% | 8% | 0% | 7% | 1% | u | -6% | 13%
COc1ccc(-c2nn(-c3ccccc3)cc2/C=C/C(=O)OCC(=O)Nc2cccc(C#N)c2)cc1 | -12% | -1% | -29% | -7% | -1% | -6% | -4% | 7% | 17% | 5%
Cc1cc(NC(=O)c2cc(C(C)C)on2)nn1Cc1ccc(Cl)cc1 | 8% | 16% | -7% | -1% | -5% | 13% | 2% | u | 20% | 8%
C=COCCn1c(=N)n(CCC)c2ccccc21 | 1% | -1% | 6% | 1% | 0% | -3% | 3% | 5% | -11% | 4%
CCOC(=O)c1oc2ccc(S(=O)(=O)N3CCC(C)CC3)cc2c1C | 1% | 15% | -22% | 2% | -3% | x | -2% | 0% | 5% | 4%
Cc1ncc2c(c1OC(=O)c1ccccc1)COC(C)(C)OC2 | 4% | -1% | 9% | 0% | 4% | -6% | -4% | 0% | -3% | 2%
NC(=O)CSc1nnc(NC(=O)c2ccc(S(=O)(=O)N3CCCCC3)cc2)s1 | x | 1% | 15% | -4% | -2% | -2% | 0% | -14% | x | x

Copied from the list:
Cc1ccc2oc(-c3ccc(NC(=O)c4cccnc4)cc3)nc2c1 | Rab9 promoter act: 2.2µM*
CCOC(=O)c1oc2ccc(S(=O)(=O)N3CCC(C)CC3)cc2c1C | ELG1 genotoxic: -3%

Source: PubChem BioAssay
